TGFb inhibitor: TGF-b pathway inhibition; HepG2 CAGA-GFP TGF-b/SMAD3 reporter, GFP fluorescence, 18 h; TGF-beta stimulated, 500 pg/mL final; Potency, µM (highest dose often 46.1 µM), for inactives: at the top dose activity, negative = inhibition, usual class: inhibitors; 410,000 compounds, 1.2% hits; AID 588855; note: % is set by controls: 0 for no effect and ±100 for the full control effect; nearly all actives have a fitted effect of over 65% in size
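Using HEPG2 CAGA-GFP reporter cells at 1000 cells/well, we pinned test compounds, stimulated with recombinant TGF-beta (500 pg/mL final) and measured total well GFP after 18 h.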
A549 tox: A549 cytotoxicity, counter-screen for Nrf2 inhibitors. A549 ARE-Fluc cells, CellTiter-Fluor viability, 18-24 h. AID 504648. Potency, µM (series often up to 46 µM), for inactives: at the highest dose activity change, negative = cytotoxicity, most hits filed as inhibitors. 390,000 compounds, 0.16% hits; note: % is set by controls: 0 for no effect and ±100 for the full control effect
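A549 ARE-Fluc cells in 5% FBS OPTI-MEM, 5000 cells/well, rested 2 h then exposed to compounds in concentration-response for 18-24 h at 37 °C. Viability by CellTiter-Fluor fluorescence (Ex 405/Em 525) after 30 min; luciferase luminescence (BugLite, 15 min, RT) read afterwards.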
Nrf2 inh: Nrf2 pathway inhibition; A549 ARE-Fluc reporter, luciferase luminescence, 18-24 h; Potency, µM (highest dose often 46 µM), without a hit: at the top dose activity change, negative = inhibition, actives largely listed as inhibitors; 360,000 compounds, 2.1% hits; note: % is set by controls: 0 for no effect and ±100 for the full control effect; nearly all actives have a fitted effect of over 60% in size
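A549 ARE_Fluc cells (5000/well, 5% FBS OPTI-MEM) pre-incubated 2 h, then treated with compounds 18-24 h at 37C/5% CO2 in concentration-response. CellTiter-Fluor viability read first; BugLite luciferase luminescence after 15 min at room temperature gives Nrf2 activity.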
HepG2 tox: HepG2 cytotoxicity, counter-screen for TGF-b inhibitors | HepG2 CAGA-GFP viability, ATP luminescence, 18 h | 410,000 compounds, 0.76% hits | AID 588856 | Potency, µM (doses to about 46.1 µM), inactives show at the highest dose activity change, negative = cytotoxicity, hits mostly cytotoxic; note: some results filed as inactive show a strong effect at the top dose
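HepG2 CAGA-GFP cells (1000/well, DMEM with 1% FBS) received compound, then TGF-beta at 500 pg/mL final, and were incubated 18 hours at 37 degrees C. Viability was read by CellTiter-Glo luminescence. Media-only wells were set as complete cell-killing and DMSO as no toxicity.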
* hit, by the source's call; ? = inconclusive; . = not tested or not shown; & = joins results of further samples. Calls come from the whole dose curve; as a rule, active = well fitted curve in the direction sought with a large enough effect; inconclusive = small, poorly fitted or top-dose-only effect, or another doubt; inactive = no such curve, though single readings can be large; an effect the other way counts as inactive or inconclusive. Potency is the fitted concentration of half-maximal effect. A portion of the library (hit frequency here may not be typical).

The first 3 records, to show the layout:
SMILES | TGFb inhibitor | A549 tox | Nrf2 inh | HepG2 tox
Cc1csc(CNc2ncnc3ccc(-c4ccc5c(c4)OCO5)cc23)n1 | . | -9% | 10% | .
N#CN1CCC(NC(=O)c2ccc(F)cc2)CC1 | . | 1% | 11% | .
CCCCC(OC(=O)CNC(=O)c1ccccc1)C(=O)Nc1cc(C(F)(F)F)ccc1Cl (stereo not drawn) | . | 8% | ? | .

The listing, repeating the preview:
SMILES | TGFb inhibitor | A549 tox | Nrf2 inh | HepG2 tox
Cc1csc(CNc2ncnc3ccc(-c4ccc5c(c4)OCO5)cc23)n1 | . | -9% | 10% | .
N#CN1CCC(NC(=O)c2ccc(F)cc2)CC1 | . | 1% | 11% | .
CCCCC(OC(=O)CNC(=O)c1ccccc1)C(=O)Nc1cc(C(F)(F)F)ccc1Cl (stereo not drawn) | . | 8% | ? | .
O=C(O)c1ccc2c(c1)C(=O)N([C@@H](Cc1ccc(O)cc1)C(=O)O)C2=O | . | 1% | -9% | .
O=S1(=O)N=C(Sc2cccc3cccnc23)c2ccccc21 | . | ? | ? | .
CCCN1CNc2c(c(=O)[nH]c(=S)n2CCc2ccsc2)C1 | . | 24% | 3% | .
CCn1cnc2c(Nc3ccc(Cc4cccnc4)cc3)nc(C#N)nc21 | . | -14% | ? | .
O=C(CNC(=O)c1ccc2cc[nH]c2c1)OC(C(=O)Nc1cc(C(F)(F)F)ccc1Cl)c1ccccc1 (stereo not drawn) | . | 2% | 14% | .
CCNc1nc(C#N)nc2c1ncn2-c1cccc(Cl)c1 | . | -15% | ? | .
Cn1nnnc1Sc1ncnc2scc(-c3cccc(N)c3)c12 | . | -1% | 5% | .
N=c1c2c(ccn1CCCc1ccccc1)Oc1ccc3ccccc3c1C2c1ccccc1 (stereo not drawn) | . | 15µM* | 15µM* | .
CC1(C)CCC(C)(C)c2cc([S+](=O)([O-])N3CCN([S+](=O)([O-])c4c(F)cccc4F)CC3)ccc21 | . | 3% | 8% | .
CCC(C)(CCN1CCOCC1)N(Cc1cc2ccccc2n(C)c1=O)C(=O)C1CCCCC1 (stereo not drawn) | . | -15% | 7% | .
CCCCCn1ncc2c3sc(C)cc3n(C)c2c1=O | . | -3% | ? | .
Cc1ccc(S(=O)(=O)Nc2cccc3ccc(C)nc23)cc1 | . | 6% | ? | .
CC(C)Nc1nc(C#N)nc(Nc2ccccc2)n1 | . | -1% | 19% | .
Cc1cc2c(s1)c1cnn(Cc3cccc(Cn4ncc5c6sc(C)cc6n(C)c5c4=O)c3F)c(=O)c1n2C | . | 1% | -3% | .
Cc1ccc(Cl)cc1NS(=O)(=O)c1cc2c(cc1Cl)CCC(=O)N2 | . | 10% | -25% | .
CC(C)S(=O)(=O)N1CCN(c2nc(-c3cccs3)nc3ccccc23)CC1 | . | 2% | ? | .
COc1cc(-c2ccc3ncnc(NCCc4cnc[nH]4)c3c2)cc(OC)c1OC | . | 9% | ? | .
COc1ccc(-c2nc3ccccc3c(=O)n2Cc2ccccc2)cc1CNc1ccc(NC(C)=O)cc1 | . | -9% | -9% | .
COc1ccc(C2c3c(ncn(CCc4ccccc4)c3=N)Oc3ccc4ccccc4c32)cc1OC (stereo not drawn) | . | -14% | -6% | .
COc1ccc(OC)c(C2=Nn3c(nnc3-c3ccccc3OC)SC2)c1 | . | -2% | -4% | .
COc1ccc(C2Nc3ccc(NC(=O)COC(C)=O)cc3C(=O)N2Cc2ccccc2)cc1COc1ccc(NC(C)=O)cc1 (stereo not drawn) | . | -11% | -8% | .
O=C(CNC(=O)c1ccc(Cl)cc1)OC(C(=O)Nc1cc(C(F)(F)F)ccc1Cl)c1ccccc1 (stereo not drawn) | . | ? | 4% | .

More compounds.
SMILES | TGFb inhibitor | A549 tox | Nrf2 inh | HepG2 tox
c1nc(N2CCC(N3CCCC3)CC2)c2cc(-c3ccc4c(c3)OCO4)ccc2n1 | . | 2% | -2% | .
O=[S+]([O-])(c1ccc2c(c1)OCCO2)N1CCN([S+](=O)([O-])c2ccccc2Br)CC1 | . | 1% | 4% | .
Nc1cccc(S(=O)(=O)N2CCN(S(=O)(=O)c3c(F)cccc3F)CC2)c1 | . | -3% | 3% | .
COc1ccc(-c2nnc3n2N=C(c2c(OC)cccc2OC)CS3)cc1 | . | -5% | 9% | .
CCN(CC)C(=O)c1nn(-c2ccc(OC)cc2)c(=O)c2c(N)scc12 | . | -5% | -7% | .
COc1cc(OC)cc(-c2nnc3n2N=C(c2ccc(OC)c(OC)c2)CS3)c1 | . | -3% | -10% | .
Cc1cc2c(s1)c1cnn(Cc3cc(F)cc(F)c3F)c(=O)c1n2C | . | -3% | 0% | .
O=[S+]([O-])(/C=C/c1nc(Nc2cc(F)cc(F)c2)c2ncn(CC(F)F)c2n1)c1ccccc1 | . | -8% | -14% | .
Cc1noc(C)c1-c1ccc2ncnc(NCc3cccn3C)c2c1 | . | 2% | 0% | .
COc1ccccc1C1=Nn2c(nnc2-c2ccccc2C)SC1 | . | -15%&-1% | -41%&-14% | .
COc1ccc(C2c3c(n(CCCc4ccccc4)cnc3=N)Oc3ccc4ccccc4c32)cc1OC (stereo not drawn) | . | -13% | -3% | .
O=C(Nc1cccc(-c2nn3c(=O)cc(N4CCNCC4)nc3s2)c1)C1CCNCC1 | . | 12% | -1% | .
Cc1ccc(NC(=O)c2ccc(NC(=O)C3CCCC3)cc2)c(C)c1 | . | 8% | 2% | .
C[n+]1cc(C(O)(c2ccccc2)c2ccccc2)n2ccccc21 | . | 2% | ? | .
COc1ccc(-c2nnc3n2N=C(c2c(OC)cccc2OC)CS3)cc1OC | . | 2% | -22% | .
CCCN1CNc2c(c(=O)[nH]c(=S)n2CCc2ccc(C)c(C)c2)C1 | . | 3% | ? | .
COc1cc(F)c(S(=O)(=O)N2CCCN(S(=O)(=O)c3cccc(NC(C)=O)c3)CC2)c(F)c1 | . | -9% | 16µM* | .
CCCN1CNc2c(c(=O)[nH]c(=S)n2CCc2ccc3c(c2)OCCO3)C1 | . | 0% | -9% | .
CCCN1CNc2c(c(=O)[nH]c(=S)n2CCc2cc(C)cc(C)c2)C1 | . | 0% | -22% | .
Cc1c(P(=S)(c2ccccc2)c2ccccc2)[n+]2ccccc2n1Cc1ccccc1 | . | 3% | -18% | .
Cc1cc2c(s1)c1cnn(Cc3ccc(F)c(C)c3)c(=O)c1n2C | . | 0% | 8% | .
O=C(O)CNc1cccc(-c2nn3c(=O)cc(N4CCNCC4)nc3s2)c1 | . | -2% | 5% | .
Cc1noc(C)c1-c1ccc2ncnc(NCc3ccc(F)c(F)c3)c2c1 | . | 5% | -20% | .
COc1ccc(C(=O)N(Cc2ccccc2)Cc2ccco2)c(O)c1 | . | 2% | 28% | .
Cc1cc2c(s1)c1cnn(Cc3ccc(C(F)(F)F)cc3F)c(=O)c1n2C | . | 3% | 1% | .

Continued:
SMILES | TGFb inhibitor | A549 tox | Nrf2 inh | HepG2 tox
Cc1ccccc1Nc1nc(C#N)nc(NC2CCCC2)n1 | . | -18% | 9.2µM* | .
O=C(NNc1c(Cl)cccc1Cl)c1sc2ccccc2c1Cl | . | 0% | -4% | .
O=S(=O)(c1ccsc1)N1CCN(c2nc(-c3cccs3)nc3ccccc23)CC1 | . | 0% | 4% | .
O=C(OCC#CCSc1nnc(-c2ccccc2Cl)o1)c1ccc(F)cc1 | . | 0% | 23% | .
O=[S+]([O-])(c1ccc2nsnc2c1)N1CCN([S+](=O)([O-])c2c(F)cccc2F)CC1 | . | -2% | 0% | .
O=S(=O)(c1cccc(F)c1)N1CCN(S(=O)(=O)c2ccc3c(c2)OCCO3)CC1 | . | 6% | 5% | .
N=c1c2c(ccn1Cc1ccccc1)Oc1ccc3ccccc3c1C2c1ccccc1 (stereo not drawn) | . | 12µM* | 5.2µM* | .
Cn1nnnc1Sc1ncnc2scc(-c3cnc(N)nc3)c12 | . | -11% | ? | .
Cc1ccc(N2C(=O)c3ccccc3C2=O)c(C)c1 | . | -3% | 13% | .
CCCN1CNc2c(c(=O)[nH]c(=S)n2CCc2ccccc2C)C1 | . | 7% | 9% | .
CCc1ccc(NC(=O)c2cnn3c(C)cc(C)nc23)cc1 | . | 14% | ? | .
COc1ccc(C2Nc3ccccc3C(=O)N2Cc2ccccc2C)cc1COc1ccc(NC(C)=O)cc1 (stereo not drawn) | . | -9% | ? | .
Nc1ccccc1OC1=NS(=O)(=O)c2ccccc21 | . | -1% | 16% | .
O=C(O)c1ccc2c(c1)C(=O)N([C@H](Cc1c3ccccc3cc3ccccc13)C(=O)O)C2=O | . | -6% | -2% | .
O=C1c2ccccc2C(=O)N1c1cc(=O)c2ccccc2[nH]1 | . | 4% | 2% | .
N#Cc1nc(Nc2cccc(-c3ccccc3)c2)nc(NC2CCCC2)n1 | . | ? | ? | .
COc1cccc(C2=Nn3c(nnc3-c3ccc(OC)c(OC)c3)SC2)c1 | . | -1% | -12% | .
O=S(=O)(c1ccc(C(F)(F)F)cc1)N1CCN(c2nc(-c3cccs3)nc3ccccc23)CC1 | . | 7% | -24% | .
COc1cc(Cn2ncc3c4sc(C)cc4n(C)c3c2=O)cc(OC)c1 | . | -1% | 16% | .
COc1ccc(C2Nc3ccccc3C(=O)N2Cc2ccccn2)cc1COc1ccc(NC(C)=O)cc1 (stereo not drawn) | . | -11% | ? | .
Cc1c(P(=S)(c2ccccc2)c2ccccc2)c2ccccc2n1Cc1ccccc1 | . | -3% | 7% | .
O=c1c2[nH]c3ccsc3c2cnn1Cc1ccccc1F | . | 9% | 3% | .
CC(C)Sc1nnc2c3ccccc3n(C)c2n1 | . | -1% | ? | .
COc1ccc(CCn2c(=S)[nH]c(=O)c3c(C)cc(C)nc32)cc1OC | . | 16% | -1% | .
N#CN1CCC(NC(=O)c2ccc(C(F)(F)F)cc2)CC1 | . | -3% | 10% | .

Structural class: the compounds so far containing a CF3 group
SMILES | TGFb inhibitor | A549 tox | Nrf2 inh | HepG2 tox
CCCCC(OC(=O)CNC(=O)c1ccccc1)C(=O)Nc1cc(C(F)(F)F)ccc1Cl (stereo not drawn) | . | 8% | ? | .
O=C(CNC(=O)c1ccc2cc[nH]c2c1)OC(C(=O)Nc1cc(C(F)(F)F)ccc1Cl)c1ccccc1 (stereo not drawn) | . | 2% | 14% | .
O=C(CNC(=O)c1ccc(Cl)cc1)OC(C(=O)Nc1cc(C(F)(F)F)ccc1Cl)c1ccccc1 (stereo not drawn) | . | ? | 4% | .
Cc1cc2c(s1)c1cnn(Cc3ccc(C(F)(F)F)cc3F)c(=O)c1n2C | . | 3% | 1% | .
O=S(=O)(c1ccc(C(F)(F)F)cc1)N1CCN(c2nc(-c3cccs3)nc3ccccc23)CC1 | . | 7% | -24% | .
N#CN1CCC(NC(=O)c2ccc(C(F)(F)F)cc2)CC1 | . | -3% | 10% | .

Additional structures follow:
SMILES | TGFb inhibitor | A549 tox | Nrf2 inh | HepG2 tox
O=C(NNc1ccccc1F)c1cccs1 | . | 4% | ? | .
Cc1ccc(NC(=O)c2ccc3c(c2)CCC(=O)N3)cc1C | . | 2% | 5% | .
O=C1c2ccccc2C(=O)N1c1ccc2ccccc2n1 | . | -11% | -6% | .
CCOc1ccccc1-c1nnc2n1N=C(c1cc(OC)cc(OC)c1)CS2 | . | -9% | ? | .
CC(=O)Nc1ccccc1OC1=N[S+](=O)([O-])c2ccccc21 | . | 10% | 11% | .
CCc1ccc2oc(-c3cc(NC(=O)COc4ccc(C)cc4)ccc3O)nc2c1 | 24% | . | . | 21%

A draw from above in order of molecular weight, lowest first:
SMILES | TGFb inhibitor | A549 tox | Nrf2 inh | HepG2 tox
O=C(NNc1ccccc1F)c1cccs1 | . | 4% | ? | .
Cc1ccc(NC(=O)c2ccc3c(c2)CCC(=O)N3)cc1C | . | 2% | 5% | .
CC(=O)Nc1ccccc1OC1=N[S+](=O)([O-])c2ccccc21 | . | 10% | 11% | .

Screening results: PubChem, National Center for Advancing Translational Sciences (NCATS)
